# Bioassay records deposited in PubChem by National Center for Advancing Translational Sciences (NCATS).
# p53null 32C kill: qHTS Screen for Compounds that Selectively Target Cancer Cells with p53 Mutations: Cytotoxicity of p53 Null Cells at the Permissive Temperature; H1299-neo p53 null cells, ATP luminescence, 24 h, 32C; Potency, µM (highest dose often 46.1 µM), for inactives: at the highest dose activity change, negative = cytotoxicity, hits mostly cytotoxic; hit rate 0.62% among 55,000; AID 903, 2007;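 note: potency is the fitted concentration of half-maximal effect; 0% = DMSO only and -100% = full killing by 100 µM tamoxifen; nearly all actives have a fitted effect of over 55% in size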
#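 H1299-neo (p53-null) cells, 600/well, were pre-incubated overnight at 37C, then exposed to compounds at up to 46 uM for 24 hr at 32C. Viability was measured as ATP content by luminescence, and AC50 values came from Hill fits.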
# GALK inh: qHTS Assay for Inhibitors of Human Galactokinase (GALK): NCGC Sytravon Library Screen; recombinant GALK, Kinase-Glo ATP luminescence, 1 h; Potency, µM (top dose mostly 57.5 µM), for inactives: at the highest dose activity, negative = inhibition, most hits filed as inhibitors; 44,000 tested, under 10 active;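 note: plate controls were full GALK reaction for no effect and reaction lacking GALK for full effect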
#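 Luminescent ATP-depletion readout (Kinase-Glo Plus) after 1 h room-temperature incubation of human GALK (5 nM) with galactose 100 µM and ATP 35 µM, pH 8.0 HEPES/Mg2+ buffer; compounds tested in qHTS format.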
# B2AR arrestin ag: qHTS assay of beta-arrestin-biased ligands of beta2-adrenergic receptor: NCGC Sytravon Library Screen; HTLA Tango cells, beta-arrestin recruitment, luciferase luminescence, 18 h; Potency, µM (top dose mostly 46.1 µM), for inactives: at the top dose activation, usual class: activators; 44,000 tested, under 10 active; AID 1347077, 2019;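 note: potency is the fitted concentration of half-maximal effect; 0% = DMSO and full agonism = EC100 isoproterenol or metaproterenol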
# Target sequence (P07550 whole entry, looked up): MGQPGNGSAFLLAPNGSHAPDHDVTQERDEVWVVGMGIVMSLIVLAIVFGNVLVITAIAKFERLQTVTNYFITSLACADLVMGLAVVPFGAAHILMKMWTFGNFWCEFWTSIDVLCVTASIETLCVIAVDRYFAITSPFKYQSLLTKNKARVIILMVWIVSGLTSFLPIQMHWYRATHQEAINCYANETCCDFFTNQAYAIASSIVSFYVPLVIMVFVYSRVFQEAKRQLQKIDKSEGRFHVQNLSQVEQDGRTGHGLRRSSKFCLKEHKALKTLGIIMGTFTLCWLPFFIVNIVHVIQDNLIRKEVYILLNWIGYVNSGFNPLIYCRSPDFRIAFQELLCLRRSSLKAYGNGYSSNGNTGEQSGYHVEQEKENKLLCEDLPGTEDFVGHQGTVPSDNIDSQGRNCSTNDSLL
#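 Luminescence read-out: arrestin recruitment to recombinant beta2-AR releases tTA, inducing luciferase. Cells exposed 18 hr at 37 degrees C to up to 46 microM compound; %Activity from corrected signal, concentration-response curves classified by r2, magnitude and efficacy.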
# FH mod: Identification of activators of human fumarate hydratase by quantitative high-throughput screening. Fumarate hydratase, mitochondrial (Homo sapiens), P07954. FH coupled MDH/diaphorase resazurin fluorescence, 15 min. Potency, µM (doses to about 79.9 µM), inactives show top-dose activity change, negative = inhibition, usual class: inhibitors. hit rate 0.22% among 54,000; note: potency is the fitted concentration of half-maximal effect; % is set by controls: 0 for no effect and ±100 for the full control effect; the screen sought activators but most active calls are inhibition curves; nearly all actives have a fitted effect of over 45% in size
# NTMT1 inhibitor: Primary qHTS for Inhibitors of N-terminal methyltransferase 1 (NTMT1): MTaseGlo Assay | N-terminal Xaa-Pro-Lys N-methyltransferase 1 (Homo sapiens), Q9BV86 | NTMT1 MTase-Glo SAH luminescence, purified enzyme | Potency, µM (series often up to 114 µM), inactives show at the top dose activity change, negative = inhibition, usual class: inhibitors | hit rate 2.5% among 59,000;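 note: potency is the fitted concentration of half-maximal effect; plate controls were DMSO vehicle for no effect and no enzyme for full effect; nearly all actives have a fitted effect of over 65% in size; many of its hits are not listed in these tables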
# Target sequence (Q9BV86 whole entry, looked up): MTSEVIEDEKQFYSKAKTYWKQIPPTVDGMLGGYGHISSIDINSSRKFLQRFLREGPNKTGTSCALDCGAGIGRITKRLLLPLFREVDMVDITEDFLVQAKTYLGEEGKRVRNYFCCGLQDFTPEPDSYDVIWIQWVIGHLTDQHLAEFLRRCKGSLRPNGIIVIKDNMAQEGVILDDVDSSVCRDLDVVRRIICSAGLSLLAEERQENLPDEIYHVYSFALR
# PTAP-TSG101 blk: qHTS Validation Assay for Inhibitors of HIV-1 Budding by Blocking the Interaction of PTAP/TSG101: Sytravon Library Screen; Tumor susceptibility gene 101 protein (Homo sapiens), Q99816; Fluorescence polarization, FITC-PTAP peptide/Tsg101, 20 min; Potency, µM (series often up to 115 µM), inactives show at the highest dose activity change, negative = inhibition, usual class: inhibitors; 44,000 tested, under 10 active; AID 1347069, 2019; note: potency is the fitted concentration of half-maximal effect; 0% is about no effect
# Target sequence (Q99816 whole entry, looked up): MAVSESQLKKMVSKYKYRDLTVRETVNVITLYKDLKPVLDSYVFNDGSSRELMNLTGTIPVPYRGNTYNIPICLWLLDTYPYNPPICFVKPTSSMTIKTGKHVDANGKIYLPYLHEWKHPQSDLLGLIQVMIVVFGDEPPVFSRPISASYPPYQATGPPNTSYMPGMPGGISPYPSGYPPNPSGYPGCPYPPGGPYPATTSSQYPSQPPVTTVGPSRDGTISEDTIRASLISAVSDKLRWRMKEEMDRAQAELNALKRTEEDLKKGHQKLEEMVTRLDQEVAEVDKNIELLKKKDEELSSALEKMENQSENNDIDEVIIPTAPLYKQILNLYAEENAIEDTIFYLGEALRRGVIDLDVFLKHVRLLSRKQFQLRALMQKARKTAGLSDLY
#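 Read-out is FITC fluorescence polarization. Compounds were added to Tsg101 binding domain (10 uM final), then FITC-PTAP peptide (50 nM final), 20 min at r.t. Total S+P intensity flags fluorescent compounds.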
# p53null 39C tox: qHTS Screen for Compounds that Selectively Target Cancer Cells with p53 Mutations: Cytotoxicity of p53 Null Cells at the Nonpermissive Temperature | H1299 p53-null (neo) cells, 39C, ATPlite viability, 24 h | Potency, µM (doses to about 46.1 µM), for inactives: top-dose activity, negative = cell killing, most hits filed as cytotoxic | hit rate 0.97% among 55,000;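 note: potency is the fitted concentration of half-maximal effect; 0% = DMSO only and -100% = full killing by 100 µM tamoxifen; nearly all actives have a fitted effect of over 50% in size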
#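 H1299 lung cancer cells, p53-null (H1299-neo) or expressing p53 A138V (H1299-p53A138V), were plated overnight at 37C, then exposed to compounds at up to 46 uM for 24 hr at 39C. Viability was read by ATP-based luminescence.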
# The depositor's hits bear a star; ? = inconclusive; · = no result given; [ ] = remark or other dose. Calls come from the whole dose curve; as a rule, active = well fitted curve in the direction sought with a large enough effect; inconclusive = small, poorly fitted or top-dose-only effect, or another doubt; inactive = no such curve, though single readings can be large; an effect the other way counts as inactive or inconclusive.
nr | structure | p53null 32C kill | GALK inh | B2AR arrestin ag | FH mod | NTMT1 inhibitor | PTAP-TSG101 blk | p53null 39C tox
1 | CCc1ccc(NC(=O)CN(c2cc(C)cc(C)c2)S(=O)(=O)c2c(C)[nH]c(=O)[nH]c2=O)cc1 | 1% | 0% | 1% | -7% | 9% | -2% | -14%
2 | Cc1ccc(NC(=O)CN2Cc3ccccc3C2=O)c(C)c1 | -12% | 6% | 0% | 11% | 9% | -2% | -3%
3 | Cc1cccc(N(C)c2ccc3cc(S(=O)(=O)N4CCCC4)ccc3n2)c1 | -3% | 0% | 2% | -8% | 5% | 6% | -3%
4 | COc1ccccc1N1CCN(c2ccc(=O)n(CC(=O)NCc3ccc(OC(C)C)cc3)n2)CC1 | -2% | 1% | 0% | -22% | -7% | -5% | -15%
5 | Cc1cccn2c(=O)cc(CSc3nnc(NC(=O)COc4ccc(F)cc4)s3)nc12 | -2% | -3% | 0% | -8% | -9% | 0% | -7%
6 | CCN1CCN(c2ncc3c(n2)CCN(Cc2ccc(C)s2)C3)CC1 | -1% | 1% | 0% | 11% | -18% | -2% | 3%
7 | Cc1ccc(-n2ncc(C(=O)NCc3ccco3)c2C2CCN(C(=O)OC(C)(C)C)CC2)cc1C | 14% | 3% | 0% | -18% | ? | -7% | -23%
8 | CCOC(=O)c1cc(NC(=O)c2ccc(Cl)cc2)c(=O)n2c1oc1ccccc12 | 1% | -1% | -2% | 3% | 5% | 8% | -11%
9 | Cc1ccccc1NC(=O)Cn1c(=O)n(Cc2ccccc2)c(=O)c2sc3ccccc3c21 | 0% | 0% | 0% | 2% | 5% | 6% | -23%
10 | CCOC(=O)c1cc(S(=O)(=O)NCc2cccc(Cl)c2)[nH]n1 | 0% | -1% | 0% | ? | ? | -7% | -4%

# Copied from the list:
# Entry for Cc1ccccc1NC(=O)Cn1c(=O)n(Cc2ccccc2)c(=O)c2sc3ccccc3c21 under NTMT1 inhibitor: 5%
# Entry for CCN1CCN(c2ncc3c(n2)CCN(Cc2ccc(C)s2)C3)CC1 under NTMT1 inhibitor: -18%

# Carrying on.
nr | structure | p53null 32C kill | GALK inh | B2AR arrestin ag | FH mod | NTMT1 inhibitor | PTAP-TSG101 blk | p53null 39C tox
11 | O=C(c1ccccc1Cl)N1CCCCC1CCN1CCCCC1 (stereo unspecified) | -2% | -2% | -2% | 2% | 15% | -2% | -16%
12 | Clc1cccc(CSc2nncn3c2cc2sccc23)c1 | -12% | 2% | -1% | -27% | 1% | 0% | -24%
13 | Cc1cccc(NC(c2ccccc2C)c2ccc3ccc(C)nc3c2O)n1 (stereo unspecified) | ? | 0% | 0% | -5% | 10% | 1% | ?
14 | Cc1ccc(C(=O)O)cc1-n1c(C)ccc1-c1ccccc1 | 12% | 1% | -1% | · | · | -8% | 19%
15 | COc1cc(-c2nnc(SCCOc3ccc(Cl)cc3)o2)cc(OC)c1OC | 0% | -11% | -2% | -23% | 4% | -1% | -8%
16 | CCc1ccccc1NS(=O)(=O)c1ccc2oc(=O)c3ncn(C)c3c2c1 | -9% | 3% | -1% | · | · | 6% | 11%
17 | Cc1ccc(C)c(NC(=O)Cn2c(=O)nc(-c3ccccc3)c3ccccc32)c1 | -11% | 1% | -1% | -2% | ? | -1% | -12%
18 | O=c1c2ccccc2n2c(-c3ccc(F)c(F)c3)nnc2n1CCc1ccccc1 | 0% | 4% | -2% | -6% | 13% | -2% | 5%
19 | O=C(Cn1c(=O)oc2ccccc21)NCc1ccccc1Cl | -26% | -11% | -1% | 8% | 9% | -2% | 20%
20 | Cc1ccc(-c2noc(-c3nnn(CC(=O)Nc4ccc(C)cc4Cl)c3N)n2)cc1 | -3% | 4% | 2% | 21% | 11% | -1% | -10%

# Record cards (already shown). Order of screens: p53null 32C kill | GALK inh | B2AR arrestin ag | FH mod | NTMT1 inhibitor | PTAP-TSG101 blk | p53null 39C tox
# Cc1ccc(-c2noc(-c3nnn(CC(=O)Nc4ccc(C)cc4Cl)c3N)n2)cc1 is listed with -3% | 4% | 2% | 21% | 11% | -1% | -10%
# Clc1cccc(CSc2nncn3c2cc2sccc23)c1 is listed with -12% | 2% | -1% | -27% | 1% | 0% | -24%
# O=C(c1ccccc1Cl)N1CCCCC1CCN1CCCCC1 (stereo unspecified) is listed with -2% | -2% | -2% | 2% | 15% | -2% | -16%
# Cc1ccc(C)c(NC(=O)Cn2c(=O)nc(-c3ccccc3)c3ccccc32)c1 is listed with -11% | 1% | -1% | -2% | ? | -1% | -12%
# O=C(Cn1c(=O)oc2ccccc21)NCc1ccccc1Cl is listed with -26% | -11% | -1% | 8% | 9% | -2% | 20%

# Next section
nr | structure | p53null 32C kill | GALK inh | B2AR arrestin ag | FH mod | NTMT1 inhibitor | PTAP-TSG101 blk | p53null 39C tox
21 | COc1cccc(NC(=O)c2ccc3c(=O)n4nc(Nc5ccccc5OC)sc4nc3c2)c1 | 5% | -1% | 0% | -10% | 79µM* | 1% | 2%
22 | CC(C)(C)c1ccc(OCC(=O)Nc2c(C(=O)c3ccc(F)cc3)oc3ccccc23)cc1 | 0% | 5% | 0% | 4% | 7% | 0% | -6%
23 | CCn1c(=O)cc(OCC(=O)N2CCN(c3ccc(OC)cc3)CC2)c2ccccc21 | -7% | 2% | -2% | -13% | -6% | -2% | -18%
24 | CCC(C)n1c(=O)c2sccc2n2c(CCCC(=O)NCc3ccccc3Cl)nnc12 (stereo unspecified) | 4% | 0% | 1% | -2% | 11% | -3% | -14%
25 | Cc1cccc(NC(=O)CSc2nc(=O)n(Cc3ccncc3)c3c2CCC3)c1C | -3% | 2% | -3% | -1% | 1% | 1% | 16%
26 | Cc1ccc(S(=O)(=O)c2nc(-c3ccccc3)oc2N2CCCCCC2)cc1 | 17% | 0% | -2% | -20% | 3% | 2% | 33%[activator]
27 | Cc1nn(CC(=O)Nc2ccccc2C(F)(F)F)c(=O)c2cccn12 | -11% | -11% | -2% | 9% | -13% | -2% | ?
28 | CCOC(=O)c1scc(-c2ccccc2)c1S(=O)(=O)N1CCN(c2ccccc2OC)CC1 | 24% | 2% | 0% | -19% | -2% | -1% | 6%
29 | COc1ccc2c(c1)cc1c(=O)n(CC(=O)NC(C)CCc3ccccc3)nc(C)n12 (stereo unspecified) | -6% | 4% | -1% | · | · | 0% | -12%
30 | COc1ccccc1-c1ccnc2[nH]n(-c3ccccc3)c(=O)c12 | · | 17% | -1% | -6% | 1% | -11% | ·

nr | structure | p53null 32C kill | GALK inh | B2AR arrestin ag | FH mod | NTMT1 inhibitor | PTAP-TSG101 blk | p53null 39C tox
31 | COc1ccc(CNC(=O)CCn2nc(C)c3c(C)n(-c4ccccc4)nc3c2=O)c(OC)c1 | -3% | -1% | 1% | -7% | -14% | -2% | 2%
32 | CCc1nnc(NC(=O)CSc2nccn2Cc2ccccc2)s1 | -11% | 3% | 0% | 9% | 11% | 3% | 2%
33 | CCOC(=O)c1ccc(NC(=O)Cn2nc(C)c3nn(-c4ccc(Cl)cc4)c(C)c3c2=O)cc1 | 5% | 2% | 0% | -15% | -1% | 1% | -15%
34 | O=C(CC1N=C2c3ccccc3N=C(SCc3cccc(F)c3)N2C1=O)NCc1cccs1 (stereo unspecified) | 14% | -1% | -1% | -29% | 14% | -9% | 0%
35 | O=C(NCCS(=O)(=O)N1CCN(c2ccc(F)cc2)CC1)c1cc(=O)c2ccccc2o1 | 3% | ? | 0% | 0% | -8% | 3% | -14%
36 | CCCn1c(=N)c(C(=O)NCc2ccco2)cc2c(=O)n3cc(C)ccc3nc21 | 4% | 0% | -1% | -1% | -13% | -8% | 13%
37 | CCOC(=O)c1c(NC(=O)COc2cccc(C(F)(F)F)c2)sc2c1CCC(C)C2 (stereo unspecified) | 5% | 0% | 1% | -4% | -7% | -2% | -5%
38 | Cn1cccc1-c1cc2n(n1)CCC(=O)N2CCCC(=O)NCc1cccc(Cl)c1 | -7% | -5% | 1% | -3% | 16% | -4% | 12%
39 | CCCCOc1ccc(C(=O)N2CCC(c3nc4ccccc4o3)CC2)cc1 | 21% | -10% | -1% | -25% | -10% | -9% | -4%
40 | Cc1ccc2nc(COc3ccccc3NC(=O)c3ccc(F)cc3)cc(=O)n2c1 | 2% | 0% | -1% | 2% | 13% | -2% | 12%

nr | structure | p53null 32C kill | GALK inh | B2AR arrestin ag | FH mod | NTMT1 inhibitor | PTAP-TSG101 blk | p53null 39C tox
41 | COc1ccc(NC(=O)C2CCN(C3=NS(=O)(=O)C(c4ccc(C)c(C)c4)=C3C)CC2)cc1OC | -7% | 1% | -1% | -6% | 3% | -1% | -10%
42 | COC(=O)c1ccc(NC(=O)CSc2nccn2Cc2ccc(Cl)cc2)cc1 | -1% | 4% | -1% | -25% | -23% | -2% | -20%
43 | COc1ccc(N(CC(=O)NCc2ccc(F)cc2)S(=O)(=O)c2c(C)noc2C)cc1 | 5% | -3% | 1% | -11% | 10% | -6% | 11%
44 | COc1cccc(C(=O)Nc2ccccc2C(=O)OCc2cc(=O)n3nc(C)sc3n2)c1 | 4% | 1% | -1% | ? | -9% | 2% | -11%
45 | Cc1ccc2oc(-c3cccc(NC(=O)c4sc5c([N+](=O)[O-])cccc5c4Cl)c3)nc2c1 | -8% | 2% | 0% | 8% | 7% | -6% | -5%
46 | Nc1c(C(=O)Nc2ccc(Cl)cc2F)sc2nc(-c3cccs3)ccc12 | -14% | 1% | 1% | 9% | -6% | -1% | -4%
47 | O=C(c1cnn(-c2ccc(F)cc2)c1-n1cccc1)N1CCN(c2ccccc2)CC1 | -3% | 3% | 0% | -2% | 14% | -4% | 5%
48 | Cc1ccc(-c2nnc(Nc3ccccc3)c3ccccc23)cc1S(=O)(=O)NCc1nc2ccccc2[nH]1 | 42%[activator] | -16% | -2% | ? | 27% | 16% | -14%
49 | O=C(Cn1c(=O)n(-c2cccc(Cl)c2)c(=O)c2sc3ccccc3c21)NC1CCCCC1 | -1% | 6% | 1% | -14% | -1% | 1% | -8%
50 | CCc1cccc(C)c1NC(=O)CCCn1c(C)c2cnn(-c3ccccc3)c(=O)c2c1C | 1% | -13% | -2% | -7% | -1% | 1% | -3%
51 | Cc1ccc(NC(=O)c2sc3ccccc3c2Cl)cc1 | ? | 0% | 1% | 10% | 6% | 3% | ?
52 | CC(C)c1ccc(S(=O)(=O)Nc2cc3c(cc2NCc2ccccc2)n(C)c(=O)n3C)cc1 | 13% | 1% | 1% | ? | -3% | 3% | ?

# This is a subset. The share of hits here may be higher or lower than overall.
